MEKK2 mut-MEK5 – signal of MEK5 binding to mutant human MEKK2 PB1 domain; bead flow cytometry, Alexa488-MEK5 binding to MEKK2 mutant; percent response, % at 10 µM; 0.35% of 290,000 active; in the data active = percent response above about 24%, passing the limit was not always enough; also: inactives centre near 1; some results filed as inactive read as strong as hits
NALP1 yeast inh – blocks the NALP1 inflammasome reconstituted in yeast | S. cerevisiae NALP1/ASC/caspase-1 growth, X-gal OD620, 72 h | inhibition, % at 10 µM | 0.61% of 280,000 active; in the data active = inhibition mostly above about 24%, no sharp cut-off; inactive = mostly below about 32%; also: some compounds called inactive have numbers as strong as hits
V1aR counter – counter-screen for oxytocin receptor agonists: human V1a receptor agonists; P37288; CHO-V1R cells, Fluo-8 calcium fluorescence, agonist mode; 0% DMSO, 100% 3 nM vasopressin; activation, % at 3 µM; 0.25% of 320,000 active; AID 2797;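 active = activation above the mean activation of all tested compounds plus 3 SD, per screening run, cut at about 20% in these data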;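 also: signal is peak over basal fluorescence ratio across a 100 second FLIPR read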
Target sequence (P37288 whole entry, looked up): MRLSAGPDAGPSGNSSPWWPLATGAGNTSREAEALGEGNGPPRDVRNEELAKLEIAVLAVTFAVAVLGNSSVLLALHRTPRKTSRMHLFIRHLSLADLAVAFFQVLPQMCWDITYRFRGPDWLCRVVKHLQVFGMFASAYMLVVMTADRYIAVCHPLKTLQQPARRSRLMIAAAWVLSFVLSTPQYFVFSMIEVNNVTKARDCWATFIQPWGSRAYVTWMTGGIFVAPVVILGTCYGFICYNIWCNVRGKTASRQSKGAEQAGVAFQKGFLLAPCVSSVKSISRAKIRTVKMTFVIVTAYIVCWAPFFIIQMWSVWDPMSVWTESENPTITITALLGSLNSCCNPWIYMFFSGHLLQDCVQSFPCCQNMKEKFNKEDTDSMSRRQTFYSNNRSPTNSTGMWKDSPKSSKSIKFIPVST
GalR3 antagonist – blocks the human galanin receptor 3 | O60755 | HEK293 GalR3-CNG cAMP membrane potential fluorescence; galR3 body fused to GalR1 C-terminus | inhibition, % at 3 µM | 0.44% of 360,000 active;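 active = inhibition above the screen-wide average plus 3 SD, cut at about 13% in these data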;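 also: forskolin and galanin both at EC90 stimulate the cells; cAMP rise reported by CNG channel membrane potential dye signal; 0% = forskolin plus galanin with DMSO and 100% = forskolin alone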
Target sequence (O60755 1-299 limits assumed): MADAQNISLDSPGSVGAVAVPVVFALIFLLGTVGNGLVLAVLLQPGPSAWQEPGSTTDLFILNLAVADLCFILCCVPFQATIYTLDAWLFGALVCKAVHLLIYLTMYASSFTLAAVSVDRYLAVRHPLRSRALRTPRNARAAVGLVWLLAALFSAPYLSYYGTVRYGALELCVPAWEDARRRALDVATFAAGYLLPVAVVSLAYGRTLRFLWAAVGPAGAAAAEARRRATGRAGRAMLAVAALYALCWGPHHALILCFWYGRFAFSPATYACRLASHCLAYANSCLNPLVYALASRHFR
GPR7 antag – human neuropeptides B/W receptor 1 antagonism | 1.1% of 290,000 active | P48145 | inhibition, % at 4.4 µM | GPR7-expressing cells, fluorescence antagonist assay | AID 1861; in the data active = inhibition above about 16%, passing the limit was not always enough;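 also: cells stimulated with the agonist NPW; 0% = agonist with vehicle and 100% = vehicle without agonist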
Target sequence (P48145 whole entry, looked up): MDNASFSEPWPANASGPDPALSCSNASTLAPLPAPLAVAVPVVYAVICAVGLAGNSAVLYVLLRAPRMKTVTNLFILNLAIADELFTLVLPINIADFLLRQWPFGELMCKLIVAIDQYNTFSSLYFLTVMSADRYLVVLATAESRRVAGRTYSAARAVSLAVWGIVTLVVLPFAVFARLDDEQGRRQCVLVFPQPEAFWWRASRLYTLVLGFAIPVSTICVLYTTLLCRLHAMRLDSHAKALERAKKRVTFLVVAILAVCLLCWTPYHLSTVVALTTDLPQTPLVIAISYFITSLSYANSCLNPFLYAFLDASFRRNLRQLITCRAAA
MEKK2 WT-MEK5 – raises or lowers MEK5 binding to wildtype human MEKK2 PB1 domain. Q9Y2U5. bead flow cytometry, Alexa488-MEK5 binding to MEKK2 WT; actives lie on both sides. binding response (% of control), % at 10 µM. 1.1% of 290,000 active; in the data active = binding response below about 67% or above about 130%
PfM18AAP inh – PfM18AAP enzyme inhibition. inhibition, % at 7.35 µM. 1.2% of 290,000 active. recombinant PfM18AAP, H-Glu-NHMec fluorogenic cleavage. AID 1822;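 active = inhibition above the campaign mean inhibition over all tested compounds plus 3 SD, cut at about 28% in these data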;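 also: 0% = plate median of test compound wells and 100% = 2 mM ZnCl2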
OXTR ag – human OXTR agonism. P30559. CHO-OTR cells, Fluo-8 calcium fluorescence; normalized: DMSO 0%, oxytocin 100%. activation, % at 3 µM. 0.32% of 320,000 active. AID 2435;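 active = activation above the mean of all tested compounds plus 3 SD, cutoff set per screening run, cut at about 20% in these data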;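 also: peak over basal fluorescence ratio from a 100 s FLIPR kinetic read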
OXTR potentiate – potentiators of human oxytocin receptor | 0.061% of 320,000 active | CHO-OTR cells, Fluo-8 calcium fluorescence, potentiator mode; 0% = oxytocin EC15, 100% = EC100 | P30559 | activation, % at 3 µM;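 active = activation above that plate's cutoff, the mean activation of tested compounds plus 3 SD, cut at about 6.6% in these data, passing the limit was not always enough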;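 also: 100% uses oxytocin at 75 nM as the full agonist control; some results filed as inactive read as strong as hits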
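Material: CHO-OTR cells, human receptor; compound dosing: single dose, 3.0 µM nominal final compound concentration; schedule: 6 min compound pre-incubation at room temperature, 100 s kinetic read; measured by: kinetic Fluo-8 calcium fluorescence; read-out basis: % activation vs EC15 and EC100 oxytocin; controls: EC15 oxytocin alone as 0%, 75 nM oxytocin as 100%; replicates: singlicate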
The depositor's hits bear a star; . = not tested or not shown.

SMILES	MEKK2 mut-MEK5	NALP1 yeast inh	V1aR counter	GalR3 antagonist	GPR7 antag	MEKK2 WT-MEK5	PfM18AAP inh	OXTR ag	OXTR potentiate
CCC(=O)N1CCc2cc(S(=O)(=O)CCC(=O)Nc3ccc(C(C)=O)cc3)ccc21	4	9	-0.4	11	-20	104	5	-1.2	-3
CCc1ccc(NC(=O)Cn2cc([N+](=O)[O-])nc2C)cc1	4	-10	.	-5	-15	100	1	.	.
CC(=O)N1CCN(C(=O)c2ccc(S(=O)(=O)Nc3ccccc3C)cc2)CC1	.	.	1.4	-3	.	.	.	0.5	-4
C1CCCC(NC2=NCCO2)CCC1	10	-10	0.3	.	0	107	-2	-0.5	-5
Cc1cccc(C(=O)N2CCN(S(=O)(=O)N3CCCCC3)CC2)c1	5	12	0.8	0	0	108	-3	0.6	-4
COc1ccc(Cl)cc1NC(=O)NC(C)c1ccncc1 (stereo not drawn)	3	22	-0.6	-5	-13	96	2	0.1	-3
CCOC(=O)c1nnn(-c2nn3nnnc3c3ccccc23)c1C	-4	15	-0.2	-10	-6	97	-9	0.1	-7
O=C([C@H](Cc1ccccc1)N1C(=O)c2ccccc2C1=O)N1CCOCC1	11	11	1.1	-7	-11	103	-4	1.6	-8
COc1cc(NC(=S)N2CCCC(C)C2)c(OC)cc1Cl (stereo not drawn)	-7	3	0.6	-2	11	92	34*	-1.9	-5
COC(=O)c1cccc(NC(=O)c2cccc(OC)c2)c1	-3	2	-0.7	-1	-9	99	1	-1.3	-4
Cc1cc(NC(=O)CSc2ccc3nnc(-c4ccccn4)n3n2)no1	0	.	-0.7	2	-12	104	0	-1.0	2
COC(=O)c1ccc(COc2ccccc2/C=C(\C#N)C(=O)Nc2c(C)cccc2C)cc1	0	18	2.4	1	0	99	4	-1.3	-11
O=C(COc1ccc2c(c1)CCC2)Nc1ccccn1	.	.	-1.2	-3	.	.	.	0.3	0
COc1ccc(N2CCN(Cc3nc4c(c(=O)n(C)c(=O)n4C)n3CC(C)=O)CC2)cc1	4	-11	0.3	-7	8	100	-2	0.9	-5
COc1cccc(C(=O)NCC(=O)N/N=C/c2ccc3c(c2)OCO3)c1	-3	-18	1.3	-9	-2	94	1	0.9	-5
COc1cc(OC)c(S(=O)(=O)Nc2ccc(C)cn2)cc1NC(C)=O	0	25	-0.5	0	2	103	2	0.5	-1
Cn1c(SCC(=O)Nc2ccc(Br)cc2F)nnc1-c1ccco1	-3	31*	-1.0	4	-6	99	-3	-2.9	2
COc1cccc(NC(=O)CN(C)C(=O)C(CCSC)NC(=O)c2ccco2)c1 (stereo not drawn)	.	.	2.5	4	.	.	.	0.5	-1
COc1ccccc1C1CCN(Cc2cccc3ccccc23)CC1	18	14	-0.9	-7	-21	119	1	-2.1	7
C/C(=N\NC(=O)c1ccco1)c1ccc(NC(=O)c2cccs2)cc1	-2	24	1.6	0	-7	99	0	0.0	-2
CNC(=S)NNC(=O)c1ccc(=O)n(Cc2cccc(C(F)(F)F)c2)c1	-1	-10	1.3	-3	-7	100	16	1.3	0
CCOC(=O)C1CCN(C(=O)c2cc3c(=O)n4ccccc4nc3s2)CC1	6	3	1.1	-1	-22	108	7	-0.6	-3
CC(C)CN1C(Nc2ccccc2)=NC[C@@H]1C	-7	14	0.3	-1	-10	100	4	-0.6	-6
C=CCn1c(Cc2c(C)[nH]c3ccccc23)nnc1SCC(=O)NCc1ccc(F)cc1	13	-71	8.9	-4	-9	95	-2	3.1	-13
COc1cc(=O)[nH]c(SC(C)C(=O)Nc2ccc3ccccc3c2)n1 (stereo not drawn)	2	28	6.1	-8	-3	100	-6	3.6	-6
CCC(=O)Nc1ccccc1Sc1ncnc2scc(-c3ccccc3)c12	0	26	0.2	-5	-1	100	12	-2.7	-10
CC(=O)Nc1ccc2nsnc2c1	13	-4	0.4	-6	5	104	4	0.6	1
Cc1nn(CC(=O)NC(C)c2ccccc2)c(C)c1[N+](=O)[O-] (stereo not drawn)	-7	-62	0.9	1	7	87	0	1.6	1
COc1ccc(CN(Cc2cccn2C)C(=O)c2cc3cc(OC)ccc3[nH]2)cc1	-5	.	0.4	-3	-2	84	7	-1.1	-9
CCCc1ccc(C(=O)NNC(=O)c2ccc(Cl)cc2)cc1	4	2	0.5	1	-16	103	-7	-0.9	-1
CCCCCCSc1nnc2[nH]c(=O)cc(N)n12	5	-9	-1.0	-1	2	102	-2	-2.1	-1
O=Nc1c(O)[nH]c2ccc(Cl)cc12	-8	-2	0.1	3	-22	92	4	4.1	0
CCCCNC(=O)C1Cc2cc(S(=O)(=O)N3CCCC3)ccc2N1C(C)=O (stereo not drawn)	0	8	-0.4	3	-15	98	0	0.0	-5
NC(=O)C1CCN(C(=O)c2cc3c(s2)CCCCC3)CC1	.	.	0.8	-4	.	.	.	0.9	-2
CN(CC(=O)Nc1ccc(F)cc1)C(=O)COC(=O)CN1C(=O)NC2(CCCC2)C1=O	2	17	0.2	-2	-8	101	-2	0.0	-12
COc1ccc(/C=C/c2onc(C)c2S(=O)(=O)N2CCC(C(=O)N3CCCCCC3)CC2)cc1	2	36	3.9	-9	-13	105	-7	1.1	-14
O=C(COC(=O)C1CC1)Nc1nc(-c2ccc(F)c(F)c2)cs1	.	.	0.2	-3	.	.	.	-1.7	-5
O=C(O)CCS(=O)(=O)Cc1ccccc1Cl	-6	-3	0.0	-3	10	95	4	1.0	3
CCOc1ccc(-c2[nH]ncc2-c2ccccc2)c(O)c1	-5	-6	-0.3	-3	-14	100	5	-1.7	-11
Cc1ccc2c(CC(=O)OC3CCOC3=O)coc2c1 (stereo not drawn)	-8	3	0.3	-2	-4	92	-10	-0.3	3

Some of the entries above in another layout:
Each structure is followed by: MEKK2 mut-MEK5	NALP1 yeast inh	V1aR counter	GalR3 antagonist	GPR7 antag	MEKK2 WT-MEK5	PfM18AAP inh	OXTR ag	OXTR potentiate
COc1ccccc1C1CCN(Cc2cccc3ccccc23)CC1
  18	14	-0.9	-7	-21	119	1	-2.1	7
C1CCCC(NC2=NCCO2)CCC1
  10	-10	0.3	.	0	107	-2	-0.5	-5
COc1ccc(Cl)cc1NC(=O)NC(C)c1ccncc1 (stereo not drawn)
  3	22	-0.6	-5	-13	96	2	0.1	-3

Additional results.
SMILES	MEKK2 mut-MEK5	NALP1 yeast inh	V1aR counter	GalR3 antagonist	GPR7 antag	MEKK2 WT-MEK5	PfM18AAP inh	OXTR ag	OXTR potentiate
CSc1cccc(NC(=O)C2CCCN(S(=O)(=O)c3cnc[nH]3)C2)c1 (stereo not drawn)	2	-8	.	-1	-1	107	-1	.	.
CCOc1ccccc1NC(=O)c1ccc2ccccc2c1	-1	12	-0.5	-8	-26	101	5	-1.6	-4
COc1ccc(N2CCN(C(c3ccccc3)c3nnnn3Cc3ccc(F)cc3)CC2)cc1 (stereo not drawn)	-10	-13	-0.6	-3	3	96	-15	-0.2	-13
CC(C)C(NC(=O)OCc1ccccc1)C(=O)OCC(=O)N1C(C)CCCC1C (stereo not drawn)	2	14	1.2	.	-3	104	4	-1.9	-16
COCCCn1c(SCc2ccccc2)nc2cc(OC)c(OC)cc2c1=N	-2	4	-0.3	-2	-2	110	-6	-1.0	-2
CCc1ccc(-n2cc(-c3ccc(F)cc3)[n+]3c2SCCC3)cc1	-9	15	-0.1	-1	17	96	-9	-0.9	-8
CCN1C(=O)c2ccccc2S(=O)c2ccc(C(=O)NCCN(CC(C)C)CC(C)C)cc21 (stereo not drawn)	7	14	0.9	-12	-5	108	-5	-0.9	-5
CC(C)OCCCNC(=S)NNC(=O)c1ccc(Cl)c(Cl)c1	-20	-18	5.4	-3	-13	72	0	1.7	-2
O=C(CSc1nnc(CNC(=O)c2ccccc2)o1)NCc1ccccc1	-2	20	-0.8	-1	6	97	-5	-1.3	-9
Cc1cc(C)cc(N2CCN(C(=O)N3CCOCC3)CC2)c1	0	15	0.8	-3	-3	103	-3	-0.9	-11
COc1ccccc1N1CCN(S(=O)(=O)c2ccc3nc(-c4ccccc4)[nH]c3c2)CC1	-3	25	7.3	-2	0	90	-1	1.7	-14
CC(=O)Nc1cccc(NC(=O)CSc2ncc(C(=O)Nc3ccccc3)c(=O)n2C)c1	.	.	0.0	-2	.	.	.	-0.4	-8
C=CCn1cc(-c2cccc(C(F)(F)F)c2)cc(C#N)c1=O	-7	5	-1.3	-4	14	93	-6	-0.7	3
Cc1ccc(NC2=CC(=O)CC(C)(C)C2)cc1F	11	27	0.0	-11	8	103	-1	-0.2	-1
C=CCN1C(=O)c2ccccc2NC1c1ccc(Br)s1 (stereo not drawn)	4	9	-0.8	-10	-9	105	19	-2.1	-9
CCOc1ccccc1N(C)C(=O)c1nn(-c2ccc(OC)cc2OC)c(=O)c2ccccc12	-2	13	-0.6	-4	-11	92	-5	-1.9	-1
COc1ccc(NC(=O)CSc2c3c(nc4ccccc24)CCC3)c(OC)c1	-1	1	2.0	-2	-4	95	4	-0.5	-8
Cc1cccc(S(=O)(=O)NCCC(=O)OC(C)C(=O)NC(=O)NC2CCCCC2)c1 (stereo not drawn)	-13	-2	1.2	2	-2	99	5	0.2	-18
N#CC(=C1CCCC1)c1nc(-c2ccccc2O)cs1	-7	12	0.3	.	-6	91	-1	0.2	-12
COc1ccc2c(=O)c3ccccc3oc2c1	0	23	-0.5	5	-2	97	1	-2.3	-1
COc1ccc(/C=C2\SC(=S)N(CCCC(=O)Nc3cccc(C(=O)O)c3)C2=O)cc1OC	0	2	0.7	-3	-9	97	7	-0.8	-16
COc1ccccc1P(=O)(Cc1ccccc1[N+](=O)[O-])c1ccccc1 (stereo not drawn)	11	17	-0.2	-14	17	110	2	-2.0	-1
Cc1cc(C)cc(C(=O)NCC(=O)OCN2C(=O)c3ccccc3C2=O)c1	.	.	-0.6	-3	.	.	.	-1.6	-6
Cc1cccc(NC(=O)CCN2C(=O)C3C4C=CC(C4)C3C2=O)n1 (stereo not drawn)	4	32	0.2	-3	1	101	-4	-0.1	-13
CCN(CCn1cccn1)C(=O)c1cc(COc2ccc(F)c(F)c2)on1	12	14	5.6	-1	3	109	4	2.8	-17
CC1CCC(NC(=O)COC(=O)CSc2ccc(C(N)=O)cc2[N+](=O)[O-])CC1 (stereo not drawn)	.	.	-0.3	-1	.	.	.	-1.1	-9
Cc1ccc(CNC(=O)C2CCC(=O)N2Cc2ccccc2Cl)cc1 (stereo not drawn)	4	-5	-0.1	-8	1	103	2	-1.2	-15
O=C(OCc1nnc(-c2ccccc2)o1)c1ccc2c(c1)OCCO2	1	15	8.1	-5	-6	99	2	4.4	-19
CCn1c(=NC(=O)c2cccc(N3C(=O)CCC3=O)c2)sc2c(C)ccc(OC)c21	1	3	-0.1	2	-13	96	2	-0.7	-1
CC[n+]1c(/C=C(\C)OC)sc2ccccc21	-9	13	.	-5	-6	90	23	.	.
COc1ccc(-n2c(SCC(=O)Nc3sc4c(c3C#N)CCCC4)nnc2-c2ccccc2OC)cc1	-2	5	-0.6	-6	2	94	-7	-0.9	-12
Cc1ccc(-c2cc(-c3ccccc3)nc(N)c2C#N)o1	6	-5	0.0	-4	-20	104	-4	-1.4	-6
CC(C1CC1)N(C(=O)c1ccccc1O)c1ccccc1 (stereo not drawn)	0	11	-0.5	-4	-10	92	-2	1.2	-3
O=C1CC(c2ccc(Cl)cc2)n2nc(N3C(=O)CCC3=O)nc2N1 (stereo not drawn)	3	9	1.3	-5	-8	95	-12	0.7	3
